Screening results (PubChem)
SMARCA2 activ: increases SMARCA2 function in MMTV reporter cells. MG213 cells, MMTV-luciferase reporter, dexamethasone, overnight. activation, % at 9.1 µM. actives 1% (n = 370,000). AID 652017; in the data active = activation above about 7.8%;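 note: 0% = vehicle wells and 100% = reference activator wells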
PLC-beta3 inh: inhibitors of human phospholipase C beta3; Q01970; Purified PLC-beta3, fluorogenic substrate, fluorescence; inhibition, % at 12.2 µM; actives 0.18% (n = 370,000); in the data active = inhibition above about 11%;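 note: 0% = median of compound wells on plate and 100% = full blocker control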
Target sequence (Q01970 whole entry, looked up): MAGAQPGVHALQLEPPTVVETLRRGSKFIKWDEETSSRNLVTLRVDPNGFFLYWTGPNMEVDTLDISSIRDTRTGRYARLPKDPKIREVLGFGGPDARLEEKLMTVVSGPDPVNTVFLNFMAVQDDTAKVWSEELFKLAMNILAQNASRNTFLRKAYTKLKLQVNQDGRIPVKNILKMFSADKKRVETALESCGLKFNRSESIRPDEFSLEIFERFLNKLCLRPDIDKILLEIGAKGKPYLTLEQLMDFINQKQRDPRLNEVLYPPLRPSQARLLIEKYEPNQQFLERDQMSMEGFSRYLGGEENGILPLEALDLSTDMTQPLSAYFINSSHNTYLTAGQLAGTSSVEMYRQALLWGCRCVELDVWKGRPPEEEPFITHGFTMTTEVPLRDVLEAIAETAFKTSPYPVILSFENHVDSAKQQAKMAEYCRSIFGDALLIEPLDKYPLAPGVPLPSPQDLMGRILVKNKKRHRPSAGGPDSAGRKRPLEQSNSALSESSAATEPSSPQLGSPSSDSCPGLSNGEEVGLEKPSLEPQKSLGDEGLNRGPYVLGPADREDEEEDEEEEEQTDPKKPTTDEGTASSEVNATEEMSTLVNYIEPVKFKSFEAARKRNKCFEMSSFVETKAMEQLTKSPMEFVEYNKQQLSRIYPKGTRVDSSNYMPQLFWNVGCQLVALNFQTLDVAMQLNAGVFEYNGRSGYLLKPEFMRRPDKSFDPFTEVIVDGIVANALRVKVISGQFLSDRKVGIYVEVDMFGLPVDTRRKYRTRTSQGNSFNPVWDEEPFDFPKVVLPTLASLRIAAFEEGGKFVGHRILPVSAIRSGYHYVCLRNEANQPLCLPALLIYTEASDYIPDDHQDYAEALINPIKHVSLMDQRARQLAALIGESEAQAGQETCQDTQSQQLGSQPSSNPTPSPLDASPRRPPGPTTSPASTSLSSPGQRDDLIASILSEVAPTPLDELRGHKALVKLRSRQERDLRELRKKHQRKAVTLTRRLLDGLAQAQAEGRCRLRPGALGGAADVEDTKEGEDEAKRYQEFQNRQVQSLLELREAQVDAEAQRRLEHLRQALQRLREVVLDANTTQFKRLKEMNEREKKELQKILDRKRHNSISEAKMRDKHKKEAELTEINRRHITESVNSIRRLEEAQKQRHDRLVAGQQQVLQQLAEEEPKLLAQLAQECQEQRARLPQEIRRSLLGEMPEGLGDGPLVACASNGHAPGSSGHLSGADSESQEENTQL
Rev-erbA mod: Rev-erb alpha (human) modulation | activity, % at 10 µM | actives 0.79% (n = 370,000) | P20393 | Rev-erbα–FITC-DNA binding, fluorescence polarization, 90 min | AID 1259318;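 active = activity above about 14%, limit read from the data; passing the limit was not always enough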;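 note: 0% = DMSO wells with 35 nM protein and 100% = DMSO wells with 750 nM protein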
ADAM17 inh: ADAM17 inhibition, QFRET primary screen. P78536. actives 0.83% (n = 370,000). recombinant ADAM17, EDANS/DABCYL FRET peptide cleavage. inhibition, % at 6.95 µM. AID 720648;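 active = inhibition above the mean of compounds lying between control limits plus 3 SD, set per campaign, cut at about 8.5% in these data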;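 note: 0% = DMSO-only wells as the low control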
DAX1 inh-1: inhibitors of human orphan nuclear receptor DAX1 (NR0B1); actives 0.99% (n = 340,000); P51843; inhibition, % at 6.75 µM; AID 504766; HEK293 Gal4-DAX1 luciferase reporter, luminescence;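 active = inhibition above the mean over all tested compounds plus 3 SD, cut at about 4.2% in these data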;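 note: 0% = DAX1-transfected cells with DMSO and 100% = empty-vector control cells with DMSO; inhibition shows as a rise in luminescence from relieved DAX1 repression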
ssDAF-12 act: activators of S. stercoralis DAF-12 nuclear receptor; HEK293 ssDAF-12/GRIP1 lit1-tk-luc reporter, luminescence; % of 3 µM dafachronic acid response; activation, % at 6.8 µM; actives 1% (n = 370,000); AID 652126;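 active = activation above the mean over all tested compounds plus 3 SD, cut at about 0.9% in these data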;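 note: 0% = DMSO-only wells and 100% = 3 µM delta7-dafachronic acid wells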
hcDAF-12 act: activators of H. contortus DAF-12 nuclear receptor; activation, % at 6.8 µM; actives 1.4% (n = 370,000); HEK293 hcDAF-12 lit1-tk-luc reporter, luminescence; 0% DMSO, 100% Δ7-dafachronic acid; AID 652067;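 active = activation above the mean of all tested compounds plus 3 SD, cut at about 5.5% in these data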;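 note: 100% = response to 3 µM Δ7-dafachronic acid high control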
MBD2 inh: blocks human MBD2 binding to methylated DNA; TR-FRET, MBD2 binding to methylated oligonucleotide; inhibition, % at 4.4 µM; actives 0.31% (n = 370,000); in the data active = inhibition above about 13%
hgDAF12 agonist: agonists of H. glycines DAF-12 nuclear receptor; HEK293 GAL4-hgDAF12 UAS-luciferase reporter, agonist luminescence; normalized to butyrate control; actives 1.8% (n = 370,000); activation, % at 6.8 µM;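 active = activation above a cutoff set at the mean of all screened compounds plus 3 SD, cut at about 10% in these data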;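 note: 0% = DMSO wells and 100% = sodium butyrate wells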
PLC-gamma1 inh: inhibitors of human phospholipase C gamma1 | P19174 | purified PLC-gamma1, fluorogenic substrate, fluorescence | inhibition, % at 12.2 µM | actives 0.84% (n = 370,000) | AID 720700; in the data active = inhibition above about 9.5%
DAX1 inh-2: DAX1 (NR0B1) inhibition, primary screen | HEK293T StAR-luciferase reporter, SF-1/DAX-1 repression relief | AID 652010 | actives 1.1% (n = 370,000) | inhibition, % at 6.8 µM;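 active = inhibition above the mean over all tested compounds plus 3 SD, cut at about 3.6% in these data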;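 note: 0% = DAX-1 cells with DMSO and 100% = cells lacking DAX-1 with DMSO; higher inhibition means more luminescence from relief of DAX-1 repression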
Numbers without * were called inactive; . = not tested or not shown.

SMILES	SMARCA2 activ	PLC-beta3 inh	Rev-erbA mod	ADAM17 inh	DAX1 inh-1	ssDAF-12 act	hcDAF-12 act	MBD2 inh	hgDAF12 agonist	PLC-gamma1 inh	DAX1 inh-2
O=C1CCCc2ccccc2N1	2	1	5	0	0.8	-1.4	-2.7	-1	2.6	2	0.1
Nc1cc(=O)[nH]c(SCC(=O)Nc2cc([N+](=O)[O-])ccc2Cl)n1	0	0	5	-2	-0.3	-0.1	1.3	6	-0.8	2	-0.1
CCCC1(C(=O)OC)NC(c2ccc(OC)c(OC)c2)C2C(=O)N(c3ccc4c(c3)OCO4)C(=O)C21 (stereo not drawn)	-1	-56	1	-10	1.2	-1.3	-2.3	-3	-0.5	-48	-0.4
O=C(/C=C/c1ccc([N+](=O)[O-])cc1)OCc1cnc(-c2ccccc2)o1	-2	1	0	-2	6.1*	-1.0	0.2	0	2.3	1	-0.2
CC1COc2ccccc2N1C(=O)c1ccc(F)cc1 (stereo not drawn)	-2	-5	-2	0	0.3	-1.1	0.1	-7	-0.3	0	0.1
O=C(/C=C/c1cccc([N+](=O)[O-])c1)N1CC[C@@]2(O)CCCC[C@H]2C1	-4	2	0	3	-0.8	0.2	-2.0	-1	-3.0	10*	0.1
O=C(COC(=O)CCSc1ccccc1)NCc1ccccc1Cl	4	3	-2	3	-0.8	-0.9	-2.3	-4	3.7	-2	0.5
Cc1cccc(NC2CCCCC2NS(=O)(=O)c2ccccc2)c1 (stereo not drawn)	-2	0	-3	-2	0.0	-0.4	-2.5	0	-1.9	3	-2.8
COc1cccc(CNC(=O)c2ccccc2-c2ccccc2C(=O)O)c1	1	-6	-2	-2	1.5	-1.1	-1.8	1	1.1	1	-0.3
CN(CCc1ccccc1)C(=O)c1ccc(NC(=O)Cc2cccc(NC(=O)C3CCN(C(=O)CCc4ccccc4)CC3)c2)cc1	-5	5	4	4	-2.2	-1.1	-0.8	-1	-2.1	3	-1.3
CN(C)CCC(=O)N1c2ccccc2Sc2ccc(Cl)cc21	-3	5	-5	1	-1.1	-1.0	0.3	-6	-1.7	3	0.4
COc1cc(C=C2C(=O)OC(c3ccccc3)OC2=O)cc(Br)c1O (stereo not drawn)	0	0	-1	0	-0.5	-1.1	-0.7	-2	-3.8	-1	0.7
Cc1cccc(C=Nc2ccc3c(c2)oc2ccccc23)c1O	0	-4	2	-15	2.1	-0.5	4.3	1	9.5	-6	1.7
C=CCn1c(SCC(=O)N(CC)C2CCS(=O)(=O)C2)nc2cc(C(=O)O)ccc2c1=O (stereo not drawn)	-1	-4	-5	-4	0.6	-1.0	1.8	0	1.7	-3	-0.2
COc1cccc(-c2c(C(=O)N/N=C/c3ccc(C)s3)nnn2-c2nonc2N)c1	1	-14	-2	-5	0.1	-1.4	-3.5	-3	-1.6	-11	-1.6
O=S(=O)(Nc1ccc(Cl)cn1)c1cccc(S(=O)(=O)c2ccccc2)c1	3	-1	3	2	0.7	-1.3	-1.4	2	-3.9	-1	-0.2
CCOc1ccccc1NC(=S)N(CCC(C)C)C1CCN(C(C)=O)CC1	-2	-7	-5	-2	4.7*	-1.5	0.8	7	2.4	7	0.4
CC(C)COC(=O)C(C#N)c1nc2ccccc2nc1N1CCN(Cc2ccccc2)CC1 (stereo not drawn)	-3	-17	2	-7	-0.6	-1.5	-0.9	-7	1.0	-13	-0.1
CCN(CC)C(=O)Nc1ccc(C(=O)OC)cc1	4	5	0	-3	-0.3	-1.2	-0.7	3	1.3	3	0.3
O=C(NC1CCCCC1)C(c1ccco1)N(C(=O)c1csnn1)C1CCCC1 (stereo not drawn)	-2	1	-4	1	0.3	-1.3	-1.7	2	-1.6	1	-0.5
Cc1cccc(Nc2nc(-c3sc(C)nc3C)cs2)c1	0	-18	0	1	0.6	-0.7	0.5	5	0.7	-6	-0.6
COc1ccc(-n2c(SCC(N)=O)nnc2-c2ccco2)cc1	3	-7	-5	-2	4.5*	0.6	3.5	-1	5.3	-2	0.5
CC(=O)c1cnc2c(C(=O)O)cnn2c1C	-1	-11	.	-2	0.0	-1.8	-0.1	-2	-2.0	-14	0.2
C=CCOc1cccc(C2/C(=C(\O)c3ccc4c(c3)OCCO4)C(=O)C(=O)N2Cc2cccnc2)c1 (stereo not drawn)	-2	-2	2	0	0.5	-1.1	1.1	-8	-0.1	0	0.1
CCOC(=O)c1ccc(NC(=O)NCCc2cnc[nH]2)cc1	-1	-2	0	-5	2.6	-1.2	0.4	-4	3.1	1	0.2

Arranged by SMILES length (lowest first): part of the list above
SMILES	SMARCA2 activ	PLC-beta3 inh	Rev-erbA mod	ADAM17 inh	DAX1 inh-1	ssDAF-12 act	hcDAF-12 act	MBD2 inh	hgDAF12 agonist	PLC-gamma1 inh	DAX1 inh-2
O=C(COC(=O)CCSc1ccccc1)NCc1ccccc1Cl	4	3	-2	3	-0.8	-0.9	-2.3	-4	3.7	-2	0.5
COc1cc(C=C2C(=O)OC(c3ccccc3)OC2=O)cc(Br)c1O (stereo not drawn)	0	0	-1	0	-0.5	-1.1	-0.7	-2	-3.8	-1	0.7
O=C(/C=C/c1ccc([N+](=O)[O-])cc1)OCc1cnc(-c2ccccc2)o1	-2	1	0	-2	6.1*	-1.0	0.2	0	2.3	1	-0.2
C=CCn1c(SCC(=O)N(CC)C2CCS(=O)(=O)C2)nc2cc(C(=O)O)ccc2c1=O (stereo not drawn)	-1	-4	-5	-4	0.6	-1.0	1.8	0	1.7	-3	-0.2
CCCC1(C(=O)OC)NC(c2ccc(OC)c(OC)c2)C2C(=O)N(c3ccc4c(c3)OCO4)C(=O)C21 (stereo not drawn)	-1	-56	1	-10	1.2	-1.3	-2.3	-3	-0.5	-48	-0.4
CN(CCc1ccccc1)C(=O)c1ccc(NC(=O)Cc2cccc(NC(=O)C3CCN(C(=O)CCc4ccccc4)CC3)c2)cc1	-5	5	4	4	-2.2	-1.1	-0.8	-1	-2.1	3	-1.3

Next section:
SMILES	SMARCA2 activ	PLC-beta3 inh	Rev-erbA mod	ADAM17 inh	DAX1 inh-1	ssDAF-12 act	hcDAF-12 act	MBD2 inh	hgDAF12 agonist	PLC-gamma1 inh	DAX1 inh-2
Cc1ccc(S(=O)(=O)N(C)C)cc1NC(=O)CSc1nnnn1-c1ccc(O)cc1	-5	-13	1	-7	-1.1	-1.9	-2.0	3	-1.0	0	-0.5
C[C@H]1COC(=O)[C@@H](CC(=O)OC(C)(C)C)C/C=C\C[C@@H](CC(=O)N(CCO)Cc2ccccc2)C(=O)N1	2	2	2	-4	0.8	-1.2	-0.7	3	0.2	2	0.1
Cc1c(O)c(C)c2c(c1O)C(=O)C[C@@H](c1ccccc1)O2	2	-5	-5	2	0.5	-1.5	-2.4	2	2.8	-2	-0.2
O=C(NC1CC2CCC(C1)N2C(=O)NCc1ccccc1)NC12CC3CC(CC(C3)C1)C2 (stereo not drawn)	-3	4	-4	-4	-0.7	-1.5	-0.8	5	-0.9	-3	-0.2
CCCOC(=O)C(C)n1cnc2sc(C)c(C)c2c1=O (stereo not drawn)	0	1	0	0	-0.1	-0.5	-1.7	-1	2.1	1	0.7
COc1cccc(COc2ccccc2C2Nc3ccc(Br)cc3C(=O)N2NC(=O)c2ccncc2)c1 (stereo not drawn)	0	-3	0	2	0.3	-1.4	-1.0	2	-2.4	-3	-0.6
S=c1nc2ccccc2c2nc(-c3ccccc3Cl)[nH]n12	4	-3	2	3	-0.4	-0.6	2.4	0	1.1	1	-0.2
O=C(Nc1cccc(OC(F)(F)F)c1)C1Cc2c(-c3ccco3)ccnc2O1 (stereo not drawn)	5	3	2	6	.	-1.3	0.4	-5	6.3	4	-0.2
COc1cccc(CN(C(=O)c2ccccc2Cl)C2CCS(=O)(=O)C2)c1 (stereo not drawn)	-1	-7	-3	-7	-0.2	-1.2	0.0	5	0.6	-1	-0.3
CC(=O)NC1=NN(C(C)=O)C(c2ccc(F)cc2)S1 (stereo not drawn)	2	4	-2	0	0.8	-1.3	0.0	-5	-1.0	-1	-0.3
c1ccc2c(c1)CCCN2c1nc2ccccc2n2cnnc12	7	-105	-3	-1	-0.4	0.1	4.9	-3	-0.7	-88	-0.1
O=C(CN1CCOCC1)NCCC12CC3CC(CC(C3)C1)C2	-5	3	3	2	-1.0	-0.9	-0.2	14*	-0.2	5	0.5
COc1ccc(N2CCN(C(=O)CN(Cc3ccccc3)S(C)(=O)=O)CC2)cc1	-2	2	-1	-3	-0.7	-1.6	-2.5	4	1.3	-1	-0.8
Cc1cc(NC(=O)CCC(=O)N(c2ccccc2)C(C(=O)NC2CCCC2)c2ccccc2)no1 (stereo not drawn)	0	1	1	-3	-0.1	-1.8	-1.6	1	0.9	-1	-0.4
CCOC(=O)[C@]12CCCC=C1N(Cc1ccc3c(c1)OCO3)C(=O)[C@H](CC(=O)N1CCOCC1)C2	-5	0	-1	-5	.	-1.3	-2.1	9	1.6	4	-0.6
CCC1=C(OC(=O)N(CC)CC)N2C(=O)OC(=NCC(=O)OC)[C@]2(C)[C@H]2C1=CC[C@H]1C(=O)NC(=O)[C@H]12	-1	-2	5	-5	1.2	-1.3	-1.8	-1	-0.5	0	0.3
Cc1ccc(S(=O)(=O)NC(C)C(=O)NCc2ccc(Cl)cc2)cc1 (stereo not drawn)	8.5*	-5	0	2	.	-2.0	-0.7	-4	-1.6	2	0.4
COc1cccc(NC(=O)CCCn2c(=S)[nH]c3ccccc3c2=O)c1	1	5	6	-4	1.4	-1.7	-2.1	0	3.6	0	-0.3
O=[N+]([O-])c1ccccc1CNC1CCCc2ccccc21 (stereo not drawn)	1	-5	-3	-1	3.3	-1.2	-0.6	-3	-2.2	0	2.0
Cc1ccc(Oc2ncccc2NC(=O)CCCC(=O)O)c2c1CCC2	-6	-8	-4	-3	.	-1.3	-0.4	0	-1.9	1	-0.2
CNC(=O)N1CCN(C(=O)NC)CC1	7	2	-4	1	-1.1	-1.2	-2.3	1	-0.2	0	1.1

4 compounds from above, reduced to hcDAF-12 act:
molecule	hcDAF-12 act
CC(=O)NC1=NN(C(C)=O)C(c2ccc(F)cc2)S1 (stereo not drawn)	0.0
c1ccc2c(c1)CCCN2c1nc2ccccc2n2cnnc12	4.9
O=C(CN1CCOCC1)NCCC12CC3CC(CC(C3)C1)C2	-0.2
COc1ccc(N2CCN(C(=O)CN(Cc3ccccc3)S(C)(=O)=O)CC2)cc1	-2.5
